GCN5L2 inh: qHTS Assay for Inhibitors of GCN5L2; Histone acetyltransferase KAT2A (Homo sapiens), Q92830; GCN5L2 HAT assay, ThioGlo1 CoA-SH fluorescence; Potency, µM (doses to about 58.9 µM), inactives show at the top dose activity change, negative = inhibition, hits mostly inhibitors; hit rate 0.21% among 390,000
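qHTS, 1536-well. 20nM enzyme, pH 7.5 HEPES/EDTA/Tween-20 buffer; 15 min compound preinc., RT. Start: 75uM H3(1-25), 70uM AcCoA, 50uM ThioGlo1. Read Ex340/Em540 at t=0 (autofluorescence flag) and t=20 min.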
TDP1 cell CPT: qHTS for Inhibitors of human tyrosyl-DNA phosphodiesterase 1 (TDP1): qHTS in cells in presence of CPT. chicken DT40 Tdp1-/-;hTDP1 cells + 20 nM CPT, ATP luminescence, 48 h. Potency, µM (doses to about 46.2 µM), for the others: at the highest dose activity change, negative = growth inhibition, usual class: inhibitors. hit rate 12% among 420,000. AID 686979, 2013; note: nearly all actives have a fitted effect of over 55% in size
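Cell growth measured by CellTiter-Glo luminescence after a minimum 48 h, 37 C compound exposure with 20 nM CPT in Tdp1-knockout DT40 cells stably expressing hTDP1, seeded 400/well; qHTS titration format.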
FEN1 inhibitor: qHTS Assay for the Inhibitors of Human Flap endonuclease 1 (FEN1); Recombinant FEN1 flap cleavage, fluorescence, 15 min; Potency, µM (series often up to 114 µM), for inactives: at the top dose activity change, negative = inhibition, usual class: inhibitors; hit rate 0.35% among 390,000; P39748; note: nearly all actives have a fitted effect of over 65% in size
Target sequence (P39748 whole entry, looked up): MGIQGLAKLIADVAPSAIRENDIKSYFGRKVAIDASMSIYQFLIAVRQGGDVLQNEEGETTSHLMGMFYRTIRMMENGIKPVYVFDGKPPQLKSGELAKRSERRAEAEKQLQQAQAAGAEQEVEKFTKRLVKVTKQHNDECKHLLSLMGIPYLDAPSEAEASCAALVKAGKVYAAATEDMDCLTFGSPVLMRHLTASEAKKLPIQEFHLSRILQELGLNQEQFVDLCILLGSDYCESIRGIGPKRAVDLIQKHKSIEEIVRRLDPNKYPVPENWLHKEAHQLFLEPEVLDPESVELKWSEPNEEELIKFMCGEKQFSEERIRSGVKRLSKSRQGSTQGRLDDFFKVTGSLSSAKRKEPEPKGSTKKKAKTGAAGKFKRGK
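FEN1 at 10 nM preincubated with compounds 15 min at room temperature, then flap DNA substrate added at 50 nM final. Signal read at 0 and 15 min; concentration-response fitted with four-parameter Hill equation.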
* marks the source's active call; other numbers are inactive results; ? = inconclusive; · = not tested or not shown; & = joins results of further samples. Calls come from the whole dose curve; as a rule, active = well fitted curve in the direction sought with a large enough effect; inconclusive = small, poorly fitted or top-dose-only effect, or another doubt; inactive = no such curve, though single readings can be large; an effect the other way counts as inactive or inconclusive. % is set by controls: 0 for no effect and ±100 for the full control effect; potency is the fitted concentration of half-maximal effect. Not all compounds are listed (hit frequency here may not be typical).

(1) Cc1ccc(Cl)cc1NC(=O)CCCN1C(=O)CCn2nc(-c3cn(C)c4ccccc34)cc21
(2) CC(CN1CCCC1)OC(=O)c1cccc(F)c1 (stereo not given)
(3) C=CCNc1nc(S(=O)Cc2ccc(C)cc2)nc2c1CCCC2 (stereo not given)
(4) COc1cc(C)c(CN2CCC(n3nccc3NC(=O)C3CCOC3)CC2)cc1C (stereo not given)
(5) Cn1cccc1C(=O)C(=O)Nc1ccccc1C(F)(F)F
(6) CSCCC(NC(=O)c1ccc(Cl)cc1)C(=O)OCC(=O)Nc1ccc(C#N)cc1 (stereo not given)
Screen / compound no.,1,2,3,4,5,6
GCN5L2 inh,-4%,-2%,0%,-2%,-12%,-5%
TDP1 cell CPT,?,1%,?,-2%,-23%,-18%
FEN1 inhibitor,-3%,1%,19%,1%,16%,-11%

(7) Cc1cc(NC(=O)Cn2nc(C(F)(F)F)c3c2CCC3)no1
(8) COCC(C)NC(=O)/C=C/c1ccc(OC)cc1 (stereo not given)
(9) Cc1cc2c(cc1C)NC(CC(=O)Nc1cccc(Cl)c1)C(=O)N2 (stereo not given)
(10) COC(=O)c1cn(CC(=O)NC2CCCCC2)c2ccccc12
(11) CC(C)Oc1cc(NC(=O)CS(=O)(=O)CC(=O)N(C)C)c(Cl)cc1Cl
(12) COc1ccc(CN(C)C(=O)CSc2nnc(C3CC3)n2C2CC2)cc1
Screen / compound no.,7,8,9,10,11,12
GCN5L2 inh,0%,-12%,-2%,-7%,0%,-8%
TDP1 cell CPT,-12%,4%,16µM*,-2%,8%,-25%
FEN1 inhibitor,4%,-2%,0%,10%,-7%,-1%

(13) COc1cc(/C=C(\C#N)c2nc3ccccc3s2)ccc1OCC(=O)Nc1ccccc1
(14) COc1ccc(OCc2cc(C(=O)N(C)C3CCOC3)no2)c(Cl)c1 (stereo not given)
(15) O=C(NC1CC(=O)N(c2ccc3c(c2)OCCO3)C1)c1c(F)cccc1Cl (stereo not given)
(16) CN(C)c1ccc(C(CNC(=O)c2ccccc2Br)c2c[nH]c3ccccc23)cc1 (stereo not given)
(17) CCOC(=O)NC1C=CS(=O)(=O)C1 (stereo not given)
(18) CCNc1nc(Oc2ccc(OCC(=O)OC)nn2)nc(N2CCOCC2)n1
Screen / compound no.,13,14,15,16,17,18
GCN5L2 inh,-25%,2%,-3%,-6%,0%,0%
TDP1 cell CPT,5.2µM*,-22%,6%,-21%,1%,9%
FEN1 inhibitor,8%,4%,-3%,7%,-2%,0%

Three entries picked at random from those above, as already listed:
(17) CCOC(=O)NC1C=CS(=O)(=O)C1 (stereo not given)
(14) COc1ccc(OCc2cc(C(=O)N(C)C3CCOC3)no2)c(Cl)c1 (stereo not given)
(15) O=C(NC1CC(=O)N(c2ccc3c(c2)OCCO3)C1)c1c(F)cccc1Cl (stereo not given)
Screen / compound no.,17,14,15
GCN5L2 inh,0%,2%,-3%
TDP1 cell CPT,1%,-22%,6%
FEN1 inhibitor,-2%,4%,-3%

Additional structures.
(19) O=C(Nc1nc2c(Br)cccc2s1)C1CC1
(20) CS(=O)(=O)N1CCC(C(=O)NCCC2=CCCCC2)CC1
(21) Cc1cc(N2CCN(C3CCCCC3)CC2)n2nc(C)nc2n1
(22) CCc1ccc(N(CC(=O)NC2CCCCC2)C(=O)CNC(=O)c2ccco2)cc1
(23) CCn1cnc2sc(C(=O)Nc3ccccc3OC)c(C)c2c1=O
(24) COc1ccc(OC)c(NC(=O)Cn2c(=O)oc3ccccc32)c1
Screen / compound no.,19,20,21,22,23,24
GCN5L2 inh,?,8%,1%,-2%,-15%,0%
TDP1 cell CPT,-68%,-9%,-1%,4%,0%,-25%
FEN1 inhibitor,?,-8%,-1%,0%,20%,1%

(25) Clc1ccc(-n2ncc3c(N4CCCCCC4)ncnc32)cc1
(26) C/C(=N\NC(=O)C1CC1)c1ccccc1O
(27) COCCCNC(=O)C[C@H]1C[C@H](C(=O)N2CCOCC2)[C@@]2(CCC3CCCC3)c3[nH]c4cc(-c5ccco5)ccc4c3CCN2C1=O
(28) COCCn1c(SCC(=O)NC2CCCCC2)nc2c(c1=O)SCC2
(29) Cc1noc(C)c1C(=O)N1CCOCC1
(30) O=C(Nc1nc2c(F)cc(F)cc2s1)C1CC1
Screen / compound no.,25,26,27,28,29,30
GCN5L2 inh,-5%,0%,-10%,-8%,0%,-18%
TDP1 cell CPT,?,1%,?,5%,-8%,-9%
FEN1 inhibitor,-5%,-1%,-22%,-8%,8%,17%

(31) CNC(=O)c1cc2n(n1)CCCN(Cc1ccc(F)cc1)C2=O
(32) O=C(C1CC(c2ccc(F)cc2)=NO1)N1CCc2ccccc2C1 (stereo not given)
(33) CCOc1cccc(C(=O)c2ccc(O)c(O)c2O)c1
(34) CCOC(=O)c1ccccc1NC(=O)Cn1cnc2c(cnn2-c2ccc(F)cc2)c1=O
(35) CCCC(=O)Nc1cc(C)c(NC(=O)c2ccncc2)cn1
(36) C[C@H]1CCC(=O)N([C@H](CC#N)Cc2ccccc2)CC1
Screen / compound no.,31,32,33,34,35,36
GCN5L2 inh,7%,-18%,-12%,0%,-2%,-10%
TDP1 cell CPT,?,-24%,-105%,-16%,-11%,-6%&-19%
FEN1 inhibitor,1%,-13%,·,0%,3%,?

(37) O=C(Cc1nnc(NC(=O)c2ccccc2)s1)N/N=C/c1cccc(O)c1
(38) Cc1cc(NC(=O)c2cc([N+](=O)[O-])cc([N+](=O)[O-])c2C)no1
(39) O=C(O)c1cccc2c1C(=O)c1ccc(Cl)cc1S2(=O)=O
(40) c1ccc(CSc2nc3ccccc3[nH]2)cc1
(41) CC(C)(C)c1ccc(OCC(=O)NCCN2CCOCC2)cc1
(42) COCCNC(=O)CN(C(=O)c1ccc(N2CCCC2)nc1)c1ccccc1
Screen / compound no.,37,38,39,40,41,42
GCN5L2 inh,-9%,-1%,0%,-4%,1%,-12%
TDP1 cell CPT,27%,-2%,2%,-7%,1%,-9%
FEN1 inhibitor,-3%,14%,0%,11%,2%,21%

(43) O=C(NC(=O)c1ccc(F)cc1)Nc1nc(-c2cccs2)cc(C(F)(F)F)n1
(44) COc1ccc(NC(=O)CC(c2ccccc2)c2ccco2)cc1 (stereo not given)
(45) CCCS(=O)(=O)Nc1cccc(-c2nc3cccnc3s2)c1
(46) COc1cccc(NC(=O)CN(C)CC(=O)NCc2ccc(F)cc2)c1
(47) CN1CCN(C(=O)/C(=C/c2cn(S(=O)(=O)N(C)C)c3ccccc23)NC(=O)c2ccccc2)CC1
(48) CC(NC(=O)CN1C(=O)NC2(CCCCC2)C1=O)c1ccc(S(N)(=O)=O)cc1 (stereo not given)
Screen / compound no.,43,44,45,46,47,48
GCN5L2 inh,2%,-8%,-8%,2%,-2%,·
TDP1 cell CPT,?,?,-26%,?,-1%,?
FEN1 inhibitor,0%,8%,-19%,-4%,-10%,1%

(49) CCC(Sc1ncnc2sc3c(c12)CCCC3)C(=O)OC(C)C (stereo not given)
(50) CNC(=O)C1CC(=O)N(CCc2ccc(OC)c(OC)c2)C(=Nc2ccc(F)cc2)S1 (stereo not given)
(51) CCOc1ccc(CC2S/C(=N/N=C/c3ccco3)NC2=O)cc1 (stereo not given)
(52) COc1ccc(-c2nnc(SCC(=O)NC3CCCCC3)o2)cc1
(53) COC(=O)c1cc2oc3ccccc3c2n1Cc1ccc(Cl)cc1
(54) O=C(NC(Cc1ccccc1)C(=O)O)/C(=C/c1ccc(Cl)cc1)NC(=O)c1ccco1 (stereo not given)
Screen / compound no.,49,50,51,52,53,54
GCN5L2 inh,2%,4%,0%,-3%,-11%,-1%
TDP1 cell CPT,18µM*,7%,?,?,?,-6%
FEN1 inhibitor,-5%,-6%,-5%,5%,-17%,4%

From no. 49 as far as 50, copied from above:
(49) CCC(Sc1ncnc2sc3c(c12)CCCC3)C(=O)OC(C)C (stereo not given)
(50) CNC(=O)C1CC(=O)N(CCc2ccc(OC)c(OC)c2)C(=Nc2ccc(F)cc2)S1 (stereo not given)
Screen / compound no.,49,50
GCN5L2 inh,2%,4%
TDP1 cell CPT,18µM*,7%
FEN1 inhibitor,-5%,-6%

New compounds follow:
(55) Clc1nc2ccccc2cc1-c1nnn(-c2ccccc2Br)n1
(56) Cc1ccc(C(=O)COC(=O)CNC(=O)C(c2ccccc2)c2ccccc2)cc1[N+](=O)[O-]
(57) Cc1nn(CC(=O)NC2CC2)c(=O)c2cc3cc(F)ccc3n12
(58) C/C(=N\NC(=O)c1ccco1)c1ccc(NC(=O)C(F)(F)F)cc1
(59) O=C(Nc1cccc([N+](=O)[O-])c1)Nn1cnnc1
(60) COc1ccc(-n2c(C)cc(C(=O)Cn3nc(C(=O)O)c4ccccc4c3=O)c2C)cc1
Screen / compound no.,55,56,57,58,59,60
GCN5L2 inh,·,-1%,-6%,-9%,-3%,-10%
TDP1 cell CPT,?,-14%,-1%,2%,-8%,?
FEN1 inhibitor,15%,4%,18%,0%,0%,0%

(61) CC(C)c1ccc(NC(=O)C(C)N(c2ccccc2)S(C)(=O)=O)cc1 (stereo not given)
(62) Cc1csc(NC(=O)CN2C(=O)C3CC=CCC3C2=O)n1 (stereo not given)
(63) Cc1[nH]c2ccccc2c1C(=O)COc1ccccc1
(64) Cn1c2ccc(F)cc2c2nc3ccccc3nc21
(65) Cc1ccc(-n2nc(C)c3c2OC(N)=C(C#N)C3c2ccc(C)o2)cc1 (stereo not given)
(66) O=C1CCCN1CCCNc1ncnc2c1cnn2-c1ccc(Cl)cc1
Screen / compound no.,61,62,63,64,65,66
GCN5L2 inh,-12%,3%,?,-5%,-1%,-7%
TDP1 cell CPT,?,-8%,2%,?,?,?
FEN1 inhibitor,-5%,9%,-6%,-20%,-23%,-2%

(67) C=CC1=C(C(=O)O)N2C(=O)C(NC(=O)Cc3ccccc3)C2SC1 (stereo not given)
(68) COc1ccc(CNC(=O)COc2ccc(S(=O)(=O)N3CCCCC3)cc2)cc1
(69) CN(C)CC(C(=O)c1ccccc1)c1ccccc1 (stereo not given)
(70) Cc1nn(-c2ccccn2)c2c1-c1nc(N3CCOCC3)ncc1CC2
(71) Cc1ccc(OCC(=O)Nc2cccc(OCc3cc(=O)n4cccc(C)c4n3)c2)cc1C
(72) O=C(CCN1C(=O)/C(=C/c2ccccc2Cl)SC1=S)NNC(=O)c1cccnc1
Screen / compound no.,67,68,69,70,71,72
GCN5L2 inh,-7%,4%,0%,12%,2%,-7%
TDP1 cell CPT,8%,-20%,1.2µM*,18µM*,15µM*,-3%
FEN1 inhibitor,-13%,2%,-1%,-5%,-15%,6%

(73) COc1ccc(NC(=O)N2CCC(n3nnc4cc(C)ccc43)CC2)cc1
(74) c1ccc(NCc2nnc3n2CCCCC3)cc1
(75) COc1ccc(NC(=O)C(OC(=O)c2ccc([N+](=O)[O-])o2)c2ccccc2)cc1Cl (stereo not given)
(76) O=C(NNC(=S)Nc1ccc(Cl)cc1)c1ccccc1
(77) COC(=O)C1CCN(C(=O)C(C)Oc2ccc(Cl)cc2Cl)CC1 (stereo not given)
(78) CC(=O)N1CCCc2cc(S(=O)(=O)Nc3cccc(C)c3C)ccc21
Screen / compound no.,73,74,75,76,77,78
GCN5L2 inh,-5%,-3%,-23%,-2%,-4%,-8%
TDP1 cell CPT,-21%,-1%,?,-52%,-9%,?
FEN1 inhibitor,-6%,-13%,?,17%,-7%,9%

(79) CCOc1ccc(CNC(=O)CN2C(=O)CCn3nc(-c4cn(C)c5ccccc45)cc32)cc1OC
(80) COc1cccc(C2[C@H](C)C3(CCN2C)OCCO3)c1 (stereo not given in full)
(81) COc1ccccc1C(=O)NCCC(=O)Nc1cccc(S(=O)(=O)N2CCCC2)c1
(82) CC1(C(=O)NCc2cc(F)cc(C(F)(F)F)c2)C=CC2(CCCCC2)N1C(=O)c1ccccc1 (stereo not given)
(83) Cc1cc(C)nc(/N=C(\NC(=O)C(C)(C)C)Nc2ccccc2)n1
(84) NC(=O)C(=O)N/N=C/c1c2ccccc2cc2ccccc12
Screen / compound no.,79,80,81,82,83,84
GCN5L2 inh,-6%,-3%,4%,-6%,-6%,-8%
TDP1 cell CPT,-13%,9%,-26%,-22%,18%,-8%
FEN1 inhibitor,-4%,-4%,-9%,12%,-1%,25µM*

(85) Cc1ccc(C)n1-c1ccc(C(=O)NN)cc1
(86) Cc1cc(CN(C)C(=O)c2cc(COc3ccc(C)c(C)c3)on2)n[nH]1
(87) O=c1cnn(-c2ccccc2)c(-c2ccccc2)c1
(88) O=C1C=CC(=O)N1Cc1cccnc1
(89) CCc1nc2sc3c(Cl)ncnc3c2c2c1CCCC2
(90) COc1ccc(-c2coc3cc(OC)cc(O)c3c2=O)cc1
Screen / compound no.,85,86,87,88,89,90
GCN5L2 inh,-15%,-2%,1%,·,1%,2%
TDP1 cell CPT,7.3µM*,?,?,?,10%,-24%
FEN1 inhibitor,8%,-10%,-17%,10%,-3%,5%

Source: PubChem (National Center for Advancing Translational Sciences (NCATS))
